# Screening data from PubChem.
# OX1R antag-1 = blocks the human orexin 1 receptor; actives 1.8% (n = 330,000); inhibition, % at 6.6 µM; OX1R-expressing cells, FRET antagonist read-out; AID 485270; O43613; in the data active = inhibition mostly above about 38%, no sharp cut-off; inactive = mostly below about 40%;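 also: 0% = agonist challenge alone and 100% = reference antagonist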
# Target sequence (O43613 whole entry, looked up): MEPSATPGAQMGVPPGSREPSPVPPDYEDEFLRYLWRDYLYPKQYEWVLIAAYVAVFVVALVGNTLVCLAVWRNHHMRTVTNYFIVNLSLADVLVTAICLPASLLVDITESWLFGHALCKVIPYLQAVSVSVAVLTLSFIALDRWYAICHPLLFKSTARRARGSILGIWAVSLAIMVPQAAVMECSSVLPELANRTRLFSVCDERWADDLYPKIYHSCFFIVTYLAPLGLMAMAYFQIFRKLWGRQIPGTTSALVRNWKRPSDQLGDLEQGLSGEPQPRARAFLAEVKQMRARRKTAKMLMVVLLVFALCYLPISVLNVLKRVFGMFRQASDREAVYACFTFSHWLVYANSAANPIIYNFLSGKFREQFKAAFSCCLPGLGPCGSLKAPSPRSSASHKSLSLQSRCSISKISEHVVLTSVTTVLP
# OX1R antag-2 = human HCRTR1 antagonism; CHO/OX1R cells, Fluo-8 calcium fluorescence, orexin A; inhibition, % at 5 µM; actives 0.43% (n = 330,000); AID 434989;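 active = inhibition above its plate's threshold, mean inhibition of all tested compounds on the plate plus 3 SD, cut at about 37% in these data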;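 also: 0% = orexin A challenge wells and 100% = SB-334867-A antagonist wells; not every result past the cut was called active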
# STK33 inh = human STK33 kinase inhibition; purified STK33, MBP phosphorylation, ADP-Glo luminescence; AID 2661; actives 0.073% (n = 320,000); inhibition, % at 10 µM; Q9BYT3;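 active = inhibition at or above 25%, using the most active replicate where run in duplicate; inactive = inhibition below 25%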
# Target sequence (Q9BYT3 whole entry, looked up): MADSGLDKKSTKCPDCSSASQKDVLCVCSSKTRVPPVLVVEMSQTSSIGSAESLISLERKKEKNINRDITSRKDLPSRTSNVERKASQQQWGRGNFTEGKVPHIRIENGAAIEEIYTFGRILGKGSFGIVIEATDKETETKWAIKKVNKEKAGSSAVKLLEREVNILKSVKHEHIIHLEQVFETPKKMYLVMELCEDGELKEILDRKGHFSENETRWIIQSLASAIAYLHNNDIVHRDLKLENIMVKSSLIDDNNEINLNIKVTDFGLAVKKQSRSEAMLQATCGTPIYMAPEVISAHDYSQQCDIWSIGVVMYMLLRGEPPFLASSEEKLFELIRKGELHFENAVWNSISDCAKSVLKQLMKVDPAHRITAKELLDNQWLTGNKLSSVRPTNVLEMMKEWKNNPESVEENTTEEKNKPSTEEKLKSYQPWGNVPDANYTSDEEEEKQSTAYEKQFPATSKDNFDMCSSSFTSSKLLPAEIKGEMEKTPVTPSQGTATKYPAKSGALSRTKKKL
# Starred values were filed as active, the others as inactive; / = not tested or not shown.
cpd	Compound	OX1R antag-1	OX1R antag-2	STK33 inh
1	Cc1cc(C)c2c(C)c(C(=O)Nc3c(C)n(C)n(-c4ccccc4)c3=O)oc2c1	21	-21	-0.9
2	CC(C)OC(=O)CSc1nc2cccnc2n1C1CCCCC1	6	-36	1.4
3	CCOC(=O)C1=C(COc2ccccc2)NC(=O)NC1c1ccc(Cl)cc1 (stereo not drawn)	5	-32	-0.3
4	CN1C(=O)CC(c2ccccc2)CC1=O	11	0	2.0
5	CC(=O)Nc1c(O)nc(SCC(=O)N2CCN(c3ccc(F)cc3)CC2)[nH]c1=O	4	-4	0.9
6	CSCCC(NC(=O)COc1ccccc1)C(=O)NCc1cccs1 (stereo not drawn)	13	-17	-0.5
7	OC1(C#CCN2CCOCC2)CCCCC1	3	1	-1.8
8	CCOC(=O)c1ccc(-n2c(-c3ccco3)nc3ccccc3c2=O)cc1	3	-15	-0.4
9	CCCOc1cccc(C(=O)NCCNC(=O)c2ccco2)c1	5	-16	-2.2
10	COc1ccc(NC(=O)c2oc3ccccc3c2NC(=O)COc2ccccc2OC)c(OC)c1	5	-13	0.0
11	O=C(COC(=O)c1sc2ccccc2c1Cl)NCC1CCCCC1	10	-18	-0.5
12	CCCC1=C(C(=O)OCC)C(c2cccs2)C(C#N)=C(N)O1 (stereo not drawn)	14	-16	1.0
13	CCOC(=O)c1sc(C)c2c1NC1(CCCCC1)NC2=O	13	-25	-0.7
14	Cc1c(CC(=O)N[C@@H](CCCNC(N)=O)C(=O)O)c(=O)oc2cc3oc4c(c3cc12)CCCC4	28	-4	0.3
15	Cc1ccc(-n2nc(C)c(NC(=O)CCl)c2C)cc1	15	-5	-2.5
16	CCCCN1C=CC(=C2N=c3cccc([N+](=O)[O-])c3=N2)C=C1	157*	-1	-1.9
17	Cc1cccc(C(=O)N/C(=C\c2ccc(C)o2)C(=O)O)c1	8	3	-1.4
18	CCc1cc(C(=O)N2CCCc3ccccc32)sc1C	0	-5	0.3
19	Cc1ccnc2nc(C(=O)Nc3nnc(CC(C)C)s3)nn12	18	6	-1.3
20	COC(=O)[C@@H]1C[C@]2(Br)c3ccccc3N(S(=O)(=O)c3ccccc3)[C@@H]2N1C(=O)OC	27	-5	-0.7
21	COc1ccc(S(=O)(=O)N2CCC(C(=O)N3CCCC3)CC2)cc1	9	-12	-1.0
22	COc1ccc(/C=C2\C(=O)c3ccccc3OC2c2ccccc2)cc1 (stereo not drawn)	10	-43	-0.4
23	COC(CN1C(=O)C(=O)/C(=C(/O)c2ccccc2)C1c1ccccn1)OC (stereo not drawn)	13	4	-0.1
24	O=C(CSc1ccc2c(c1)OCCO2)NC(=O)Cc1ccccc1	6	-20	1.1

# Some of these compounds in order of the OX1R antag-1 value, ascending:
entry | compound | OX1R antag-1
17 | Cc1cccc(C(=O)N/C(=C\c2ccc(C)o2)C(=O)O)c1 | 8
11 | O=C(COC(=O)c1sc2ccccc2c1Cl)NCC1CCCCC1 | 10
6 | CSCCC(NC(=O)COc1ccccc1)C(=O)NCc1cccs1 (stereo not drawn) | 13

# Next entries:
cpd	Compound	OX1R antag-1	OX1R antag-2	STK33 inh
25	Cc1ccc(C(=O)NCCSC2CCCCC2)cc1S(=O)(=O)Nc1ccccc1	12	-14	-1.2
26	COC(=O)c1ccc2c(=O)n(CCCCCC(=O)NCc3ccc4c(c3)OCO4)c(=O)[nH]c2c1	6	-11	-1.8
27	Cc1cccc(N(CC(=O)N/N=C/c2ccc(C(=O)O)cc2)S(=O)(=O)c2ccccc2)c1C	5	-10	-0.2
28	Cc1ccccc1OCCC(=O)OCC(=O)Nc1ccc(N2CCOCC2)cc1	9	-9	-2.8
29	O=C1CN(C(=O)c2ccccc2Br)C(c2ccc(F)cc2)c2cc(F)ccc2N1 (stereo not drawn)	4	-34	-2.0
30	CCN(Cc1ccccc1)C(=O)c1oc2ccc(S(=O)(=O)N3CCOCC3)cc2c1C	7	-24	0.7
31	Cc1nn2c(NCc3cccnc3)c3c(nc2c1-c1ccccc1)CCC3	20	-45	-2.5
32	O=C(Nc1cccc(C(=O)N2CCN(Cc3ccccc3)CC2)c1)c1ccccc1	13	-34	0.2
33	CCCCCCCC1CC(/C(C)=N/NC(N)=O)OC1=O (stereo not drawn)	15	-10	-1.5
34	COC(=O)C(=Cc1ccc(-c2ccsc2C(=O)OC)o1)C(=O)OC	50*	-15	-1.0
35	CCCOc1ccc(C(=O)NCCCn2ccnc2)cc1	4	-19	-0.6
36	COc1cccc(/C=N/NC(=O)CNC(=O)/C=C\c2ccccc2)c1O	18	-15	-1.0
37	O=C(CN(Cc1ccc2c(c1)OCO2)C(=O)CNS(=O)(=O)c1ccccc1)NCc1ccco1	22	-11	-1.2
38	CC1CCN(C(=O)COC(=O)c2ccc3c(c2)OCO3)CC1	34	-18	0.0
39	CC(C(=O)c1ccccc1)[n+]1cccc(Br)c1 (stereo not drawn)	-5	3	-2.8
40	CSc1ncccc1C(=O)N1CCCC(CCC(=O)NCc2ccccc2F)C1 (stereo not drawn)	7	3	-3.1
41	CCCCCOc1ccc(CN2CCOCC2)cc1Cl	14	-23	0.8
42	C[C@H]1O[C@H](O[C@H]2[C@H](O)[C@@H](O)[C@@H](O[C@H]3[C@H](O)[C@@H](O)C(O)O[C@@H]3CO)O[C@@H]2CO)[C@H](O)[C@@H](O)[C@@H]1N[C@H]1C=C(CO)[C@@H](O)[C@H](O)[C@H]1O (stereo partly drawn)	14	2	-2.2
43	COc1ccc(NCCC(O)c2ccc(Cl)cc2)cc1 (stereo not drawn)	6	-28	0.1
44	CCC(C)(C)NC(=O)C(c1cccnc1)N(C(=O)c1csnn1)c1ccc(C)cc1 (stereo not drawn)	7	-14	-2.9
45	O=C(COC(=O)c1ccc(Cl)nc1)Nc1ncc(Cl)cc1Cl	-1	-27	-1.1
46	c1ccc(CCc2ccccc2-c2nc(-c3ccccn3)no2)cc1	14	-19	-0.7
47	CCOc1ccccc1CN1CCCC(CNC(=O)Cc2ccc(OC)cc2)C1 (stereo not drawn)	-4	-35	0.2
48	CCOc1ccc(CN(CC)C(=O)Cc2c[nH]c3ccccc23)cc1OC	20	-26	-1.7
49	C=C(C)C(COc1c2occc2cc2ccc(=O)oc12)OC(C)(C)C(O)COc1c2occc2cc2ccc(=O)oc12 (stereo not drawn)	84*	61*	/
50	CCOc1ccc(OCCN2C(=O)c3ccccc3C2=O)cc1	12	-9	-1.2
51	O=c1c(-c2ccc(O)cc2)coc2c([C@@H]3O[C@H](CO)[C@@H](O)[C@H](O)[C@H]3O)c(O)ccc12	4	6	-0.7
52	COc1cc(/C=N/NC(=O)C(=O)NCC2CCCO2)ccc1O (stereo not drawn)	41	-6	-2.8
53	CN(c1ccccc1)c1ccc(/C=N/N2CCOCC2)cc1	1	3	-1.6
54	COC(=O)c1[nH]c2cccc(OC)c2c1NC(=O)CN1CCOCC1	17	-12	0.5
55	CCOc1ccccc1N(C)S(=O)(=O)c1ccc2c(c1)CCN2C(=O)CCC(=O)O	-1	-23	-2.6
56	CC(c1ccco1)N(C(=O)c1ccc(Cl)c([N+](=O)[O-])c1)c1ccccn1 (stereo not drawn)	37	-22	0.1
57	CC(=O)C(C)n1c(CN(C)Cc2ccccc2)nc2c1c(=O)n(C)c(=O)n2C (stereo not drawn)	13	8	0.1
58	Cn1c(=O)c(C(=O)Nc2ccccn2)c(O)c2ccccc21	14	-40	/
59	Cc1ccccc1-c1nc(C#N)c(N2CCC(C)CC2)o1	11	-8	0.5
60	Cc1onc(-c2c(F)cccc2Cl)c1C(=O)Nc1cccc2nsnc12	16	-21	-1.7

# From no. 49 to 60, as listed above:
cpd	Compound	OX1R antag-1	OX1R antag-2	STK33 inh
49	C=C(C)C(COc1c2occc2cc2ccc(=O)oc12)OC(C)(C)C(O)COc1c2occc2cc2ccc(=O)oc12 (stereo not drawn)	84*	61*	/
50	CCOc1ccc(OCCN2C(=O)c3ccccc3C2=O)cc1	12	-9	-1.2
51	O=c1c(-c2ccc(O)cc2)coc2c([C@@H]3O[C@H](CO)[C@@H](O)[C@H](O)[C@H]3O)c(O)ccc12	4	6	-0.7
52	COc1cc(/C=N/NC(=O)C(=O)NCC2CCCO2)ccc1O (stereo not drawn)	41	-6	-2.8
53	CN(c1ccccc1)c1ccc(/C=N/N2CCOCC2)cc1	1	3	-1.6
54	COC(=O)c1[nH]c2cccc(OC)c2c1NC(=O)CN1CCOCC1	17	-12	0.5
55	CCOc1ccccc1N(C)S(=O)(=O)c1ccc2c(c1)CCN2C(=O)CCC(=O)O	-1	-23	-2.6
56	CC(c1ccco1)N(C(=O)c1ccc(Cl)c([N+](=O)[O-])c1)c1ccccn1 (stereo not drawn)	37	-22	0.1
57	CC(=O)C(C)n1c(CN(C)Cc2ccccc2)nc2c1c(=O)n(C)c(=O)n2C (stereo not drawn)	13	8	0.1
58	Cn1c(=O)c(C(=O)Nc2ccccn2)c(O)c2ccccc21	14	-40	/
59	Cc1ccccc1-c1nc(C#N)c(N2CCC(C)CC2)o1	11	-8	0.5
60	Cc1onc(-c2c(F)cccc2Cl)c1C(=O)Nc1cccc2nsnc12	16	-21	-1.7

# Other structures follow.
cpd	Compound	OX1R antag-1	OX1R antag-2	STK33 inh
61	CN(C)S(=O)(=O)c1ccc(NC(=O)Cn2c(-c3ccccc3)noc2=O)cc1	4	-3	-0.6
62	c1csc(C2=NNC(=NC3CCCCC3)SC2)c1	12	-14	0.6
63	CCOCCCNC(=O)c1cc2c(=O)n3cccc(C)c3nc2s1	0	-18	-0.9
64	O=c1c2c([nH]n1-c1ccccc1)CCCC2	11	-31	-0.5
65	CCCCCCSc1cc(-c2nc3ccc(C)cn3c2NCCCC)ccc1OC	9	36	0.0
66	COC(=O)[C@]1(CC(C)C)N[C@H](c2ccc(-c3ccc(OC)cc3)cc2)[C@@H]2C(=O)N(C)C(=O)[C@@H]21	25	-30	0.2
67	CCN(CC)S(=O)(=O)c1ccc(C(=O)OCC(=O)NCc2ccco2)cc1	-1	-3	-0.2
68	COc1cc(C(O)P(=O)(OC(C)C)c2ccc(N(C)C)cc2)cc(OC)c1OC (stereo not drawn)	22	-7	-0.5
69	CCOc1ccc(NS(=O)(=O)c2ccc(C(=O)NCC(c3cccs3)N3CCOCC3)cc2)cc1 (stereo not drawn)	-6	1	-0.6
70	Cc1cccc(-n2ncc3c(NCCCN4CCCC4=O)ncnc32)c1	11	-5	0.8
71	CC1CCCN(C(=O)CN2CCC(c3nc4ccc(Cl)cc4[nH]3)CC2)C1 (stereo not drawn)	3	-29	-0.9
72	CN1C(=O)/C(=C/c2ccco2)SC1=Nc1ccc(N2CCOCC2)cc1	9	-13	-2.2
73	CCc1ccc2c(CN3CCC(C(=O)OC)CC3)cc(=O)oc2c1	-7	-25	-1.6
74	CC(C)(C)c1ccc(S(=O)(=O)N2CCCC2C(=O)N2CCOCC2)cc1 (stereo not drawn)	5	-10	-0.2
75	Cc1ccc(CN(C(=O)c2ccccc2C)C2CCS(=O)(=O)C2)o1 (stereo not drawn)	5	-17	-2.8
76	COCCNS(=O)(=O)c1ccc(-c2ccc(Cl)cc2)cc1	10	3	-1.1
77	Cc1ccccc1NC(=O)Cc1nc(COC(=O)C(C)C)cs1	-3	-32	-0.2
78	CN(Cc1ccccc1)C(=O)c1ccc(NC(=O)C2CCCN(C(=O)OC(C)(C)C)C2)cc1 (stereo not drawn)	7	-14	1.1
79	Cc1ccc(C)c(N=Cc2ccc(-c3ccc([N+](=O)[O-])cc3)o2)c1	41	-28	-1.3
80	CCOc1ccc(OCC)c(S(=O)(=O)n2ccnc2C)c1	11	-4	-1.3
81	Cc1onc(-c2c(F)cccc2Cl)c1C(=O)OCc1nnc(-c2ccccc2)o1	5	1	-0.1
82	Cc1ccc(-n2nc3c(N4CCC(C(=O)NCCc5cccs5)CC4)nnc(C)c3c2C)cc1	10	-30	-1.2
83	COc1ccc(N=C2C(=O)Nc3ccc(C)c(Br)c32)cc1	25	-3	-0.4
84	O=[N+]([O-])c1ccc2c(c1)C(O)n1nc(-c3ccccc3)nc1S2 (stereo not drawn)	5	2	-1.9
85	O=C(/C(=C/O)N=Nc1ccccc1)c1cccs1	38	-31	-0.8
86	CC(=O)Nc1ccc(C(=O)NCC(=O)OCc2c(F)cccc2Cl)cc1	6	-5	0.0
87	COC(=O)c1c(NC(=O)CSc2n[nH]c(N)n2)sc(C)c1C	18	-16	-0.6
88	O=c1c2ccccc2nnn1CSc1ccccc1F	17	-17	-0.9
89	Cc1ccc(CC2(O)CC(C)N(C)CC2C)c(C)c1 (stereo not drawn)	11	-22	-0.5
90	CCN1C(=O)C(CC(=O)Nc2c(C)cccc2C)SC1=Nc1ccc(S(N)(=O)=O)cc1 (stereo not drawn)	13	-11	0.2
91	CC(C)C(NS(=O)(=O)c1cccs1)C(=O)NCc1ccc2c(c1)OCO2 (stereo not drawn)	14	-17	-2.9
92	CC(C)CN1CCC(=O)N([C@H](CO)Cc2ccccc2)CC1	3	7	-0.5
93	COc1cc(/C=N/NC(=O)c2cccc(N3CCCC3=O)c2)ccc1O	23	-11	0.2
94	CCOP(=O)(c1ccc(N(C)C)cc1)C(O)c1c(Cl)cccc1Cl (stereo not drawn)	28	-12	/
95	COc1ccccc1C(=O)COC(=O)Cc1n[nH]c(=O)c2ccccc12	9	-25	-0.1
96	COc1cc(NC(=O)c2ccco2)c(OC)cc1NC(=O)c1cc(OC)c(OC)c(OC)c1	21	-39	-0.7
97	COc1ccc(S(=O)(=O)Cc2ccc(C(=O)N3CCN(C4CCCCC4)CC3)o2)cc1	13	-3	0.0
98	CCN1CCN(C(c2cccs2)C(C)NC(=S)NC2CCCCC2)CC1 (stereo not drawn)	11	-6	-0.5
99	CCSC1=NC(C)(C)C=C(C)N1	12	-24	-1.6
100	CN1CCN(S(=O)(=O)c2cccs2)CC1	15	-16	0.2
